# Screening results as filed in PubChem.
# RAM inhibit: blocks the yeast RAM network; AID 868; actives 1.8% (n = 190,000); inhibition, % at 50 µM; S. cerevisiae dse1pr::URA3 reporter, 5-FOA growth OD615, 2 d; analog-sensitive cbk1-as2 kinase mutant strain;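 active = inhibition above a set limit, 3 SD over mean compound inhibition, cut at about 8.4% in these data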;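 also: 0% = DMSO-only wells with no growth and 100% = 10 µM 1-NA-PP1 full growth; inhibition rescues growth on 5-FOA so higher OD means more RAM inhibition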
# PMI act satM6P: activators of human phosphomannose isomerase at near-saturating mannose 6-phosphate; P34949; coupled PMI enzyme assay, resazurin fluorescence, 20 min; active compounds read high; 1 = untreated enzyme, 0 = substrate-free blank; activation factor at 20 µM; actives 0.34% (n = 190,000); AID 1216;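 active = activation factor of 2 or more at 20 µM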
# Target sequence (P34949 whole entry, looked up): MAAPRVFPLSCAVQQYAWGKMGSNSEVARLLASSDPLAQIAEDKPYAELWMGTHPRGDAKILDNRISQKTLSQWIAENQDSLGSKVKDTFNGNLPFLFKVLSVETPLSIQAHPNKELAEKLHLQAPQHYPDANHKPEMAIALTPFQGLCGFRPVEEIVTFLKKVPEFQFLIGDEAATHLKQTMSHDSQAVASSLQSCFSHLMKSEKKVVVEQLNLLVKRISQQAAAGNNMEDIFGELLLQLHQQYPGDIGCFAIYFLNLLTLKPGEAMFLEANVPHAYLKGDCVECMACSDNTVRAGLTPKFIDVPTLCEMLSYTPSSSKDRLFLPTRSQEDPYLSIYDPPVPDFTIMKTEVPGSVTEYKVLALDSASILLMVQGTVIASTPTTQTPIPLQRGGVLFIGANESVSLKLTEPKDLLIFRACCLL
#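 test system = human PMI in coupled enzyme assay | medium = HEPES-buffered pH 7.4 with magnesium and detergent | also added = 1.0 mM mannose-6-phosphate substrate with 0.22 mM NADP+ | compound = 20 µM single dose | times = 20 min incubation at room temperature | measured by = resorufin fluorescence (Ex 544/Em 590 nm) from resazurin via diaphorase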
# TNAP inh noacc: blocks human TNAP activity with no phosphate acceptor present; inhibition, % at 20 µM; purified TNAP, CDP-star luminescence, 30 min; P05186; AID 1012; actives 0.26% (n = 200,000);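 active = tissue-nonspecific alkaline phosphatase inhibition above about 50% at 20 µM in the single-dose screen, limit read from the data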;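 also: 0% = DMSO negative control and 100% = EDTA positive control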
# DTT redox prof: compounds producing H2O2 with reducing agent – biochemical, NIH compound library profiling, artefact control for MLSCN library redox annotation, primary screen. activation, % at 10 µM. DTT-dependent redox cycling H2O2, phenol red/HRP absorbance; 100% = 100 µM peroxide control, 0% = buffer. actives 0.03% (n = 200,000);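 active = activation of at least 50% relative to the plate's high and low controls in the primary single-dose screen; inactive = activation below 50%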;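 also: compound incubated with DTT at 0.8 mM final as the reducing agent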
# Hsp70 activator: transcriptional activators of Hsp70; HeLa Hsp70 promoter luciferase reporter, luminescence; scaled: vehicle 0, proteasome-inhibitor control 100%; activation, % at 10 µM; actives 0.04% (n = 200,000);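 active = activation above the mean across all tested compounds plus 3 SD, cutoff set per campaign, cut at about 5.5% in these data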;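 also: 100% = MG132 at 30 µM as the positive control and 0% = DMSO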
# L major viab: inhibitors of Leishmania major promastigote growth | Leishmania major promastigotes, resazurin fluorescence viability | inhibition, % at 10 µM | actives 9% (n = 200,000) | AID 1063; in the data active = inhibition above about 50%;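 also: promastigotes grown with compound for 44 hours at 28 °C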
# Efa HMGR inh: inhibitors of class II HMG-CoA reductase from Enterococcus faecalis; purified E. faecalis HMGR, NADPH absorbance 340 nm kinetic; inhibition, % at 10 µM; actives 0.41% (n = 190,000);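 active = inhibition above a set limit, the median over all tested compounds plus 3 SD, cut at about 9.5% in these data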;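 also: enzyme runs in reverse so mevalonate oxidation gives rising NADPH absorbance; 0% = complete reaction with DMSO and 100% = background rate lacking mevalonate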
# PMI activator: activators of human phosphomannose isomerase; AID 1214; actives 0.005% (n = 190,000); P34949; activation factor at 20 µM; purified human PMI, coupled resazurin fluorescence, 20 min; active compounds read high; 1 = vehicle control, 0 substrate-free wells;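 active = activation factor of 2 or more at 20 µM, relative to plate controls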
# TNAP inh hi DEA: inhibitors of human TNAP at high phosphate acceptor concentration; purified TNAP, CDP-star luminescence, 1 M DEA; inhibition, % at 20 µM; actives 0.03% (n = 200,000); AID 1135;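 active = over 50% inhibition of tissue-nonspecific alkaline phosphatase at 20 µM in the single-dose screen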;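 also: plate controls were DMSO wells for no effect and EDTA-quenched wells as full inhibition for full effect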
# S1P3 antag: blocks the human S1P3 receptor | Q99500 | CHO S1P3 NFAT-BLA reporter, FRET fluorescence, antagonist mode | inhibition, % at 4.98 µM | actives 0.27% (n = 170,000) | AID 485;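 active = inhibition above the plate cutoff, the mean inhibition of test wells on that plate plus 3 SD, cut at about 28% in these data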;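 also: cells challenged with S1P at its EC80 of 0.8 µM; blue over green emission ratio from cleaved BLA substrate after 4 h stimulation; 0% = S1P-stimulated wells and 100% = unstimulated DMSO-only wells; some compounds past the cut are filed as inactive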
# Target sequence (Q99500 whole entry, looked up): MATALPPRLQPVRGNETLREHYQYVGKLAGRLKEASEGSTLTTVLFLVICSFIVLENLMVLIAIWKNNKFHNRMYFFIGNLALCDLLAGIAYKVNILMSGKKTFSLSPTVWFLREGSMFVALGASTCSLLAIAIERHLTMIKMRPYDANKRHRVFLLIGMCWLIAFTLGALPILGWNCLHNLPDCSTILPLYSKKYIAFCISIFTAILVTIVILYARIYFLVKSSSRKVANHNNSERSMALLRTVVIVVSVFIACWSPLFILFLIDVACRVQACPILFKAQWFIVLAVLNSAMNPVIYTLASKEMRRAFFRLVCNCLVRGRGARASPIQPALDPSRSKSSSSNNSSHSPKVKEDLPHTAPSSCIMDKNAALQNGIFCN
# Numbers without * were called inactive; / = not tested or not shown.
SMILES,RAM inhibit,PMI act satM6P,TNAP inh noacc,DTT redox prof,Hsp70 activator,L major viab,Efa HMGR inh,PMI activator,TNAP inh hi DEA,S1P3 antag
CCOc1ccc(CNC(=O)C2CCN(S(=O)(=O)CC)CC2)cc1OC,3.9,1,-10,2.1,-0.4,-3,-2,0.9,-2,2
COc1cccc(C(=O)N/N=C(\CC(C)C)c2ccccc2)c1,-1.9,1,-7,-0.2,-0.4,2,-7,1,-3,8
Cn1nc(C(=O)NCCN2CCOCC2)c2ccccc2c1=O,1.1,1,-11,1.1,-0.2,-4,-8,0.9,-4,-38
CCOc1ccccc1N(CC(=O)Nc1ccc2c(c1)OCO2)S(C)(=O)=O,0.5,1,-11,-1.3,0.2,-3,-10,1,-2,/
CC(C)(C)n1nnnc1C(c1ccc(F)cc1)N1CCC(C(N)=O)CC1 (centres undefined),1.7,1.1,-4,-2.1,-0.3,-6,-5,1.1,-2,-16
COC(=O)c1cc(OC)c(OC)cc1NC(=O)Nc1cccc(C(C)=O)c1,-0.7,1.1,-7,-1.1,-0.1,10,-1,1,-5,-24
CCn1c(=O)c(C(=O)Nc2nc3ccccc3[nH]2)c(O)c2ccccc21,0.0,1,-2,0.1,-0.1,33,-5,1,-8,16
Cc1c(C(=O)NC2CC2)oc2ccc(S(=O)(=O)N3CCCCCC3)cc12,1.4,1,-14,/,/,/,-2,1,-7,/
COC(=O)c1ccccc1NC(=O)C1CCN(S(=O)(=O)c2cc(OC)ccc2OC)CC1,3.0,0.8,-12,-0.5,0.3,28,-2,0.8,-8,-10
CC(C)Cn1cc(C(=O)N2CCC(C)CC2)c2c3ccccc3n(C)c2c1=O,0.4,1.1,0,-0.3,-0.3,4,-5,1.1,0,-2
CCOC(=O)Nc1ccc(OC)c([N+](=O)[O-])c1,-0.4,1,-16,-2.0,-0.2,-7,-2,1.1,-3,-14
Cc1ccc(C(=O)c2ccccc2C(=O)OCC(=O)Nc2cccc([N+](=O)[O-])c2)cc1,6.3,1,-3,0.4,-0.3,22,-3,0.8,4,2
Nc1ccc(C(=O)NCC2(c3ccccc3)CCCC2)cc1,-0.7,1,-11,-0.3,-0.2,8,-3,1,-2,2
CNS(=O)(=O)c1cccc(C(=O)OCC(=O)Nc2ccc(N3CCCCC3)cc2)c1,0.6,0.9,-8,-2.8,-0.4,-1,1,1.1,-4,-5
CC(COC(=O)c1ccccc1)(COC(=O)c1ccccc1)/[N+]([O-])=C/c1ccccc1,2.9,1,-3,-0.3,-0.1,-4,-4,0.9,-1,-7
Clc1ccccc1-c1nnc2sc(-c3ccco3)nn12,2.6,1,-7,1.2,-0.2,5,-3,1,-5,/
O=C(CN(C1CCCCC1)S(=O)(=O)c1ccc(Cl)cc1)N1CCOCC1,0.5,1,-13,0.1,-0.2,6,-2,1,-6,/
Cn1c(=O)n(CC(=O)Nc2ccc(F)cc2)c2ccccc21,0.5,1,-14,-0.6,-0.3,-5,-1,0.9,-5,4
CC1CCCCN1C(=S)NCc1ccccc1 (centres undefined),1.9,0.9,-10,-0.5,-0.5,0,-6,0.9,0,-1
CCC1(C)NC(=O)N(CC(=O)Nc2sc3c(c2C(N)=O)CCC3)C1=O (centres undefined),2.6,0.9,-8,-3.2,-0.1,-4,-4,0.9,-3,18
COC(=O)C(O)(CC(=O)Nc1ccc(Cl)cc1Cl)C(F)(F)F (centres undefined),3.2,1,-6,0.8,-0.1,-6,-5,1,-1,/
Cc1ccc(N(Cc2cc3ccccc3[nH]c2=O)S(=O)(=O)c2ccccc2)cc1,0.5,1,3,0.2,-0.3,23,-2,0.8,-2,-9
Cn1cc(S(=O)(=O)CC(=O)N2CCCc3ccccc32)c2ccccc21,1.7,0.9,0,-1.0,-0.1,0,-4,1,-8,-24
NC(=O)CSc1ccc(-c2ccc(F)cc2)nn1,1.8,1,2,-1.1,-0.1,-5,1,1.1,-2,-14
CCSCCOC(=O)C1=C(C)NC(=O)NC1c1ccc2c(c1)OCO2 (centres undefined),-0.5,1,-18,-0.9,0.1,33,-6,1,-5,-29
COc1ccccc1-n1c(SCC(=O)N2CCCC2)nc2cccnc21,-0.3,1.1,-8,0.2,0.0,-3,3,1.1,-7,-4
C(=N\Nc1nc(-c2ccccc2)cs1)/c1ccncc1,-1.7,1,-12,0.9,-0.3,4,2,1,-8,-14
CCOc1ccccc1N1CCN(C(=S)NCc2ccc(Cl)cc2)CC1,6.3,0.9,1,0.8,-0.1,16,1,0.9,0,-5
Cc1ccc(CNS(=O)(=O)c2ccc3c(c2)n(C)c(=O)c(=O)n3C)cc1,-0.5,1,-12,-0.7,-0.1,99*,-3,1,-6,2
C/C(=C\C(=O)N1CCc2ccccc21)C(=O)O,0.7,0.4,-9,-3.1,0.2,2,-4,1.1,-5,/
CCCCn1c(CNC(=O)Cc2ccccc2)nc2ccccc21,0.3,0.9,-7,-0.6,-0.2,3,1,0.8,-8,/
CC(C)(C)n1nnnc1C(c1ccc(C(F)(F)F)cc1)N(Cc1ccc(F)cc1)Cc1ccco1 (centres undefined),6.7,0.9,-2,0.9,-0.2,77*,-3,0.8,3,/
COc1ccc(/C=N/c2oc(-c3ccccc3)cc2C#N)cc1OC,2.0,1,11,2.0,-0.1,-2,1,0.9,-2,/
CCOc1ccc(NC(=O)CN(C)CC(=O)NC2CCCc3ccccc32)cc1OCC (centres undefined),-0.1,1,-4,0.7,0.2,12,2,1,0,-16
C/C(=N\NC(=S)NCc1ccccc1)c1ccccc1,0.0,0.9,-14,-0.2,-0.1,-7,-1,0.9,-5,0
CCNC(=O)CON=C1c2ccccc2-c2ccccc21,-1.0,1,-7,0.0,-0.3,0,0,1,-1,-3
Fc1ccccc1CSc1nc2ncc(Br)cc2[nH]1,2.9,1,-6,0.0,-0.2,-2,0,1,0,/
COc1ccc(/C=N\NC(=S)SCN2C(=O)C3CCC(C)(C2=O)C3(C)C)cc1 (centres undefined),1.0,/,/,3.3,0.0,5,1,/,/,/
Nc1cc(=O)nc(SCC(=O)NCc2ccccc2)n1CCc1ccccc1,0.8,1,-2,-4.8,0.0,0,2,1.1,-8,/
COc1ccc(Cc2nn3c(-c4cc(OC)c(OC)c(OC)c4)nnc3s2)cc1,3.2,0.9,-8,0.9,0.0,9,-7,0.8,-5,0
Cc1nc2sc3c(c2c(=O)o1)CCCC3,1.2,0.9,-16,-2.9,0.1,3,-9,1.1,-6,8
O=C(N/N=C1/CCS(=O)(=O)c2ccc(F)cc21)c1cccnc1,1.2,1,-9,-1.3,-0.2,-4,-3,1.1,-1,-1
CC[C@H](C)[C@@H]1NC(=O)c2cc([N+](=O)[O-])cc(F)c2OCC[C@@H](C(N)=O)NC(=O)[C@H](CCCCN)NC1=O,-0.1,1,-13,0.4,0.2,-6,-2,1.1,-5,-3
COc1ccccc1CN1CCNC(=O)C1CC(=O)NCCc1cnccn1 (centres undefined),0.1,0.8,-6,-0.9,0.1,-7,0,0.9,1,-9
CC1CN(C(=O)C(c2ccccc2)c2ccccc2)CC(C)O1 (centres undefined),1.3,1,-1,0.6,-0.1,-1,0,1,0,/
CCc1ccc(C(=O)COC(=O)CCc2nc3ccccc3c(=O)[nH]2)cc1,2.3,1.3,-19,-0.3,1.5,-5,9,1.3,-2,-17
CCOc1cc(C(=S)N2CCCCC2)ccc1OCC(=O)NCc1ccccc1,0.6,1,-17,0.1,-0.4,11,-9,1,-7,/
CCc1ccccc1N(CC(=O)N1CCN(c2ccccc2)CC1)S(C)(=O)=O,-0.7,0.9,-13,1.1,-0.4,-10,-1,1,-6,-1
Cc1c(Cl)cccc1NC(CC(=O)c1ccccc1)C(=O)O (centres undefined),-0.6,1.1,-8,3.3,0.0,67*,2,1.1,-1,-4
CC(=O)Nc1cc(NC(C)=O)cc(C(=O)NC(C)(C)C)c1,0.5,0.8,-3,-0.6,0.2,-5,-5,1,-2,-9
CS/C(=N\S(=O)(=O)c1cccs1)NC(=O)CSc1nc2ccccc2s1,6.7,2.4*,-12,0.2,-0.2,-3,0,1.7,-6,10
CCc1ccccc1NC(=S)NN,-0.1,1.1,-15,-1.2,0.0,-3,1,1.1,-3,10
COc1ccccc1/C=C1/SC(=O)N(CCC(=O)Nc2ccc(S(=O)(=O)Nc3nccs3)cc2)C1=O,4.5,0.8,-10,-0.2,0.1,-13,-1,0.8,1,-7
CCN1CCN(C(=S)NCCOC)CC1,1.3,0.9,-13,-1.0,0.1,-3,0,0.9,-9,-2
O=C(CSc1ncn[nH]1)Nc1ccc2c(c1)CCC2,0.3,1,-11,0.1,-0.3,-4,-1,1,-1,6
COc1ccc(N(CCC(=O)O)S(=O)(=O)c2ccc(C)cc2C)cc1,0.8,1,-10,-0.6,-0.2,-4,0,1.1,-3,-30
CCOCCCn1c(=NC(=O)c2cccnc2)c(C(=O)OCC)cc2c(=O)n3ccccc3nc21,1.8,1.1,2,0.2,0.9,34,5,1.1,0,-30
N#Cc1ccccc1NC(=O)CC1c2ccccc2Oc2ccccc21,1.1,1,-10,0.1,-0.2,-6,-4,0.9,-2,-5
NS(=O)(=O)c1ccc(NC(=S)NC(=O)c2ccc(Br)o2)cc1,2.0,0.9,8,-1.1,-0.5,-8,-3,0.9,2,-16
CCOC(=O)c1nn(-c2ccc3c(c2)OCO3)cc1O,1.1,/,/,2.6,0.0,-4,0,/,/,-15

# Quoted at random: two compounds from above
SMILES,RAM inhibit,PMI act satM6P,TNAP inh noacc,DTT redox prof,Hsp70 activator,L major viab,Efa HMGR inh,PMI activator,TNAP inh hi DEA,S1P3 antag
CC(=O)Nc1cc(NC(C)=O)cc(C(=O)NC(C)(C)C)c1,0.5,0.8,-3,-0.6,0.2,-5,-5,1,-2,-9
N#Cc1ccccc1NC(=O)CC1c2ccccc2Oc2ccccc21,1.1,1,-10,0.1,-0.2,-6,-4,0.9,-2,-5

# Remaining list, next part.
SMILES,RAM inhibit,PMI act satM6P,TNAP inh noacc,DTT redox prof,Hsp70 activator,L major viab,Efa HMGR inh,PMI activator,TNAP inh hi DEA,S1P3 antag
COc1ccc(/C=C/C(=O)OCC(=O)Nc2ccc(Cl)cc2F)cc1S(=O)(=O)N1CCOCC1,5.1,1,-14,0.0,-0.3,-6,-2,0.9,-2,-2
CON1C(=O)C(=O)N(OC)C(C)(C)C1C (centres undefined),0.7,1,-3,-3.3,0.0,-1,-5,0.9,-4,/
COc1cc(NC(=S)NNC(=O)CC(C)C)c(OC)cc1Cl,1.6,0.9,-15,-0.4,0.3,-2,-9,0.9,-10,-3
O=C(O)c1cc(-c2ccccc2)n(-c2ccccc2)n1,1.7,1,-5,2.4,-0.2,-7,-7,1,-8,/
CCOc1ccc(/C=C2/C(=O)N(c3ccc(OC)cc3)C(=S)N2CC(=O)OC)cc1OCC,7.7,0.7,1,0.9,0.0,24,-2,0.8,13,/
COc1ccc(NS(=O)(=O)c2cc(NC(=O)C3CCCO3)ccc2N2CCCCC2)cc1 (centres undefined),1.8,1,-11,-0.1,-0.1,14,1,1.2,-5,11
Clc1ccc(COc2ccccn2)cc1Cl,0.9,1,-6,-7.2,-0.2,-2,/,1,1,/
